# From PubChem
# PGC1a acetyl inh: inhibitors of PGC1a acetylation signal, primary screen, cell-based, U2OS, AlphaScreen, inhibitor mode; AlphaScreen anti-acetyl-lysine; with virally co-expressed GCN5 acetyltransferase; inhibition, % at 15.6 µM; 350,000 compounds, 0.17% hits;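 active = every replicate shows inhibition of at least 40%; inconclusive = mean inhibition at least 40% but some replicate below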;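 note: 0% = neutral control wells and 100% = positive control wells; some results beyond the cut were filed as inactive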
# Cneo AK release: Cryptococcus neoformans cell lysis inducers, primary screen, AK release luminescence, single concentration; 360,000 compounds, 0.2% hits; AID 651654, 2012; lysis activity, % at 15 µM; C. neoformans lysis, adenylate kinase release luminescence, 4 h; normalised: neutral wells 0, clomiphene wells 100;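 active = mean lysis activity across replicates of at least 80%, whatever share of replicates individually reach that level; inactive = mean lysis activity below 80%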
#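 Assay system: C. neoformans cells. Amount: yeast cell density of 5 × 10^6 cells/mL. Technique: AK luminescence. Buffer or medium: YPD. Times: static 4 h at 37 °C with compound, 1 h detection. Dosing: single-point compound dose. Read-out: lysis from increased AK signal.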
# C2C12 statin: suppressors of statin myotoxicity in C2C12 myotubes, primary screen, cell-based, single point, plate reader; C2C12 myotubes + simvastatin, ATP luminescence, 48 h; scaled: DMSO 0, geranylgeraniol control 100; rescue of ATP level, % at 7.49 µM; 330,000 compounds, 0.78% hits;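 active = mean ATP rescue above about 67%, or every replicate alone reaching that limit, limit read from the data, passing the limit was not always enough; inconclusive = no clear call, values can overlap the other calls; inactive = mean under the limit and some replicate under it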;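 note: myotubes were challenged with 10 µM simvastatin during compound exposure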
# LGR2 antag: inhibitors of bursicon-induced LGR2 CRE-luciferase signal, primary screen, cell-based, HEK293, CRE-luciferase reporter, bursicon stimulation. Drosophila bursicon receptor LGR2 (rickets). bursicon-stimulated, 4 h. inhibition, % at 9.99 µM. 380,000 compounds, 0.35% hits. AID 720647, 2013;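 active = drop in luminescence signal, shown as inhibition above about 50% in the replicate tests, limit read from the data, passing the limit was not always enough; inconclusive = probably only some replicates passing the limit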;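 note: agonist challenge used bursicon conditioned medium at about half maximal strength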
# S100A4 MyoIIA: inhibitors of S100A4-myosin IIA peptide binding, primary screen, biochemical, fluorescence polarization, TAMRA-MyoIIA peptide. Protein S100-A4 (Homo sapiens), P26447. inhibition, % at 10.7 µM. 360,000 compounds, 0.14% hits. AID 652163, 2013;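 active = mean inhibition of at least 70% across replicates, with every replicate also reaching that level; inconclusive = mean inhibition reaches 70% but some replicates fall short; inactive = mean inhibition below 70%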
# Target sequence (P26447 whole entry, looked up): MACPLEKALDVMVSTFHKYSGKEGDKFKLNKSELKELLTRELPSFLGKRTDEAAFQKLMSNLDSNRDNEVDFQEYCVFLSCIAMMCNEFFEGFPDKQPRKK
#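 Material: S100A4 monomer protein | Medium: HEPES pH 7.2 with CaCl2, KCl, NaCl, DTT, Triton | Reagent: Labelled myosin peptide probe, 5 nM | Doses: One dose per compound | Times: 5 min incubation before reading | Benchmarks: Neutral control DMSO, positive control TFP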
# ERAP1 inh: human ERAP1 aminopeptidase inhibitors, primary screen, biochemical, single point, plate reader; recombinant ERAP1, Leu-AMC fluorescence, 60 min; inhibition, % at 10.7 µM; Endoplasmic reticulum aminopeptidase 1 (Homo sapiens), Q9NZ08; 340,000 compounds, 0.15% hits;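 active = mean replicate inhibition of at least 30%, or all replicates individually reaching that 30% level; inactive = mean below 30% and not every replicate reaching it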;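 note: 0% = neutral control wells and 100% = L-leucinethiol positive control wells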
# Target sequence (Q9NZ08 whole entry, looked up): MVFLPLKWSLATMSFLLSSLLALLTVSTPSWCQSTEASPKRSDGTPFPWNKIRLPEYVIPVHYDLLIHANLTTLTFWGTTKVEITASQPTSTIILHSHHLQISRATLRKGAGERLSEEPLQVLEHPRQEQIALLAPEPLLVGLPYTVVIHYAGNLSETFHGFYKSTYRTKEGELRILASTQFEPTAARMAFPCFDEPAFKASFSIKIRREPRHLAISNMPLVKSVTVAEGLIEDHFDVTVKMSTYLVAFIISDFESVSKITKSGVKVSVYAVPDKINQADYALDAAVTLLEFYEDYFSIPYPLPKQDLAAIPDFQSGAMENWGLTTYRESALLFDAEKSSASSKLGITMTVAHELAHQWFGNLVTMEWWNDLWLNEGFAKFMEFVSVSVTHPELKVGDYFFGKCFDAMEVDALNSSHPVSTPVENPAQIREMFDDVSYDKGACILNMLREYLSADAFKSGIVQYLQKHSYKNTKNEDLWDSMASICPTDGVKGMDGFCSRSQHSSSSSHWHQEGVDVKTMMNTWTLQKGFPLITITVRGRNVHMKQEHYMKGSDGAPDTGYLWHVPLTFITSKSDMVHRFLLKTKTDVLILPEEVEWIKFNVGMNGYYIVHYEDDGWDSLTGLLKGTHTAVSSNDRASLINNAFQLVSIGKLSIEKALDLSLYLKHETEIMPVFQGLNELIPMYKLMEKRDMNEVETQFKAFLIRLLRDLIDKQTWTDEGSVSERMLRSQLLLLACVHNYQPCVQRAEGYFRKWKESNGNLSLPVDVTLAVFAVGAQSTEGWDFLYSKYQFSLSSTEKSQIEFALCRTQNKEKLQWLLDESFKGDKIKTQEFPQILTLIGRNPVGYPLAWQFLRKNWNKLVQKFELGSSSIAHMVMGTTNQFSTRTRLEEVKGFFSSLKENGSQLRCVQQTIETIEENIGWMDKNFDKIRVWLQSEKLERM
# XiGFP reactiv: activators of inactive X chromosome reactivation, primary screen, imaging, XiGFP fibroblasts, GFP high-content imaging, set 2 | AID 743238, 2013 | activation, % at 7.58 µM | XiGFP mouse fibroblasts, % GFP-positive cells imaging, 3 d; cells co-treated with 5-aza-dC sensitizer; scaled so ellipticine positive control = 100% | 360,000 compounds, 0.055% hits;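 active = mean normalized replicate activation at least 10% and every replicate at or above 10%; inconclusive = only one of the two criteria met; inactive = mean below 10% and not all replicates reach 10%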;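 note: 0% = median of on-plate neutral control wells and 100% = ellipticine 6 µM median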
#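 Material: XiGFP fibroblasts, SV40-immortalized; Buffer or medium: DMEM containing 5-aza-dC; Compound dosing: single point; Times: 3 days compound exposure.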
# SIRT5 block: SIRT5 desuccinylase inhibitors, primary screen, biochemical, fluorescence imaging, single point, set 5; inhibition, % at 15 µM; AID 652115, 2013; NAD-dependent protein deacylase sirtuin-5, mitochondrial (Homo sapiens), Q9NXA8; Purified SirT5, succinyl-peptide AMC, trypsin-coupled fluorescence; 330,000 compounds, 1.1% hits; in the data active = inhibition above about 15%; inconclusive = no clear call, values can overlap the other calls
# * marks the source's active call; other numbers are inactive results; u = inconclusive; x = no result given.
SMILES,PGC1a acetyl inh,Cneo AK release,C2C12 statin,LGR2 antag,S100A4 MyoIIA,ERAP1 inh,XiGFP reactiv,SIRT5 block
C[C@@H]1CN([C@@H](C)CO)C(=O)c2cc(NC(=O)c3ccccc3)ccc2O[C@@H](C)CCCCO[C@H]1CN(C)C(=O)CCCN(C)C,-10,x,u,29,x,x,0.2,x
COc1ccccc1CNC(=O)CCCn1nc(C)n2ccnc2c1=O,11,3,-4,-6,-2,2,0.1,-2
COc1cc(NC(=O)c2cc(Cl)ccc2Cl)ccc1-c1cc2ccccc2oc1=O,-2,-1,-56,-3,x,x,x,x
Cc1cc(/C=C(\C#N)C(=O)N2CCOCC2)c(C)n1C1CCCC1,x,x,x,52*,-7,11,0.0,-2
CN(C)c1cccc2c(C=C(C#N)C#N)ccc(N(C)C)c12,-4,-7,x,-2,6,-3,0.0,x
COc1ccc(S(=O)(=O)Nc2ccc3c(c2)CC(=O)N([C@@H](C)CO)C[C@@H](C)[C@H](CN(C)C(=O)Nc2ccccc2)O3)cc1,-8,2,-8,-6,-38,0,-0.1,3
CCN1[C@@H]2Cn3c(ccc(C4=CCCC4)c3=O)[C@H]1[C@@H](C(=O)NC1CCCC1)[C@@H]2CO,-5,0,-2,-4,-1,3,0.2,-1
CCCN(Cc1nnc(-c2ccccc2Cl)o1)C(=O)c1oc2ccccc2c1C,2,-3,26,16,3,-3,0.0,1
Cc1nn(Cc2ccccc2)c(Cl)c1/C=N/NC(=O)c1cccnc1,5,-1,x,-26,-1,-1,0.2,-3
CCCn1c(/C=C/c2cc[n+](C)cc2)nc2ccccc21,6,-1,-4,-6,-14,41*,-0.1,3
CC(C)C#Cc1cnc2c(c1)C(=O)N([C@H](C)CO)C[C@@H](C)[C@H](CN(C)C(=O)Cc1ccccn1)O2,15,-1,-14,-2,-2,7,0.6,14
O=C(Nc1sc2c(c1C(=O)O)CCCCC2)c1ccccc1F,x,x,x,-77,3,9,0.0,5

# Continued, starting with the last 4 of the part before.
SMILES,PGC1a acetyl inh,Cneo AK release,C2C12 statin,LGR2 antag,S100A4 MyoIIA,ERAP1 inh,XiGFP reactiv,SIRT5 block
Cc1nn(Cc2ccccc2)c(Cl)c1/C=N/NC(=O)c1cccnc1,5,-1,x,-26,-1,-1,0.2,-3
CCCn1c(/C=C/c2cc[n+](C)cc2)nc2ccccc21,6,-1,-4,-6,-14,41*,-0.1,3
CC(C)C#Cc1cnc2c(c1)C(=O)N([C@H](C)CO)C[C@@H](C)[C@H](CN(C)C(=O)Cc1ccccn1)O2,15,-1,-14,-2,-2,7,0.6,14
O=C(Nc1sc2c(c1C(=O)O)CCCCC2)c1ccccc1F,x,x,x,-77,3,9,0.0,5
COc1cccc(/C=N/NC(=O)c2nnn(-c3nonc3N)c2-c2cccs2)c1,15,0,1,-20,-1,1,0.0,0
C/C(=N\Nc1ccccn1)c1ccc(C(C)C)cc1,x,-1,-16,-41,1,-2,0.1,-1
COc1ccc(NC(=O)N[C@@H]2C=C[C@H](CC(=O)NC3CCC3)O[C@@H]2CO)cc1,-10,-1,4,9,11,-2,-0.5,2
C[C@H](CO)N1C[C@H](C)[C@H](CN(C)C(=O)Cc2ccccn2)Oc2cc(C#C[C@@H](C)O)ccc2S1(=O)=O,-3,-6,-3,-4,3,-4,0.0,-1
Cc1cccc(/C=N/NC(=O)c2ccc(F)cc2)n1,5,-4,2,-23,-2,2,0.0,-2
Cc1ccc(-n2nnc3c(=O)n(CC(=O)c4ccccc4)cnc32)cc1,x,1,12,2,-5,1,-0.4,8
CCCCOc1ccc(C2(C)NC(=O)N(C)C2=O)cc1 (stereo unspecified),-16,-1,9,-2,-2,-1,0.0,-6
O=C(COC(=O)CCc1nc2ccccc2s1)Nc1ncc(Cl)cc1Cl,9,0,-4,1,x,x,x,x
CN1C(=O)c2cc(NC(=O)C3CCC3)ccc2OC[C@H]2O[C@@H](CC(=O)NCCc3ccncc3)CC[C@H]21,x,x,x,-2,14,-2,0.0,1
Cc1cc(C)cc(NC(=O)COC(=O)c2n[nH]c3ccccc23)c1,0,x,x,-54,-3,-2,-0.1,-3
CCOc1ccc(NC(=O)C(CC(=O)O)Cc2ccc(C)cc2)cc1 (stereo unspecified),4,0,-1,1,20,2,0.0,-1
COc1cc(CCC(=O)OCC(=O)N(CCC#N)c2ccccc2)cc(OC)c1OC,x,-1,-2,16,8,0,x,-2
COc1ccc(CNS(=O)(=O)c2cc3c(cc2C)N(C)CCO3)cc1,x,-1,-25,20,3,2,0.0,10
COC(=O)C1(C(=O)OC)NOC2C(=O)N(c3ccccc3)C(=O)C21 (stereo unspecified),2,0,-6,-13,x,x,x,x
CCc1ccc(OCC(=O)OCC(=O)NC2CCCC(C)C2C)cc1 (stereo unspecified),4,-1,-3,7,-24,0,0.2,x
COc1ccc2c(c1)c(C(O)CN1CCN(Cc3ccc4c(c3)OCO4)CC1)c(C)n2C (stereo unspecified),x,3,5,-15,4,1,x,2
CN(C)c1nc(N)nc(CSc2nnnn2-c2ccc(Cl)cc2)n1,x,-1,11,-11,-25,0,0.0,0
CCOC(=O)N1CCN(S(=O)(=O)CCNC(=O)c2ccc(OC)cc2)CC1,x,-1,4,10,-10,-2,0.0,-3
CC(C)NS(=O)(=O)c1ccc(NC(=O)C(C)Oc2ccc(C(=O)c3ccccc3)cc2)cc1 (stereo unspecified),x,x,x,10,-1,-2,0.3,2
Cc1ccc(F)cc1NC(=O)CSc1nnc(CNC(=O)c2ccco2)n1C,x,x,33,-3,-6,0,0.0,-10
CCCCN(C(=O)Cc1ccc(S(=O)(=O)N2CCOCC2)s1)c1c(N)n(CC(C)C)c(=O)[nH]c1=O,17,x,x,9,-1,-1,0.0,-2
Cc1ccc(CN2CCNC(=O)C2CC(=O)N(C)CCc2ccccc2)cc1 (stereo unspecified),2,0,8,13,-11,-1,-0.1,11
O=C(O)c1cccc(NC(=O)c2cccc(S(=O)(=O)N3CCc4ccccc43)c2)c1,x,0,29,0,6,1,0.0,1
COc1ccccc1/C=C(\NC(=O)c1cccc(C)c1)C(=O)Nc1ccccn1,-6,-7,17,-8,0,15,0.3,-9
CCc1nc2ccc(C(=O)NCCCN3CCCC3=O)cn2c1N(C)CCC(C)C,x,-1,1,-3,6,-1,0.2,2
O=c1[nH]c2ccc(NC(=S)NC3CCCCC3)cc2[nH]1,2,-1,-2,u,-3,-2,0.0,-3
O=C(O)/C=C/C(=O)c1ccc2c(c1)NC(=O)CO2,3,x,6,15,5,1,0.3,-1
O=C(Nc1nc(-c2ccc3c(c2)OCCO3)cs1)c1ccc(S(=O)(=O)N2CCCCC2)cc1,-17,5,-14,27,x,x,x,x
C[C@@H]1CCCCO[C@H](CN(C)C(=O)CCC(F)(F)F)[C@H](C)CN([C@@H](C)CO)C(=O)c2cc(NS(=O)(=O)c3cn(C)cn3)ccc2O1,-14,-2,x,18,11,1,1.4,-1
C[C@H]1CN([C@@H](C)CO)C(=O)Cc2cc(NC(=O)Nc3ccccc3)ccc2O[C@@H]1CN(C)CC1CC1,x,-4,12,3,-4,-2,0.3,3
O=C(COc1ccccc1)Nc1ccc2c(c1)C(=O)N(CC1CCCO1)C2=O (stereo unspecified),x,-7,x,-2,-10,-2,-0.1,-3
CC(NC(=O)c1ccc(F)cc1Cl)C1CC2CCC1C2 (stereo unspecified),-10,0,14,-6,-5,2,0.3,1
COc1cc(Br)c(C2CC(=O)Nc3cc(OC)c(OC)cc32)cc1OC (stereo unspecified),2,1,7,-4,3,3,0.0,-5
Cc1nnc(NS(=O)(=O)c2ccc(F)cc2)s1,10,1,13,10,-2,2,0.0,0
O=C(c1ccccn1)N1C[C@H]2[C@@H](c3ccccc31)[C@@H](CO)N2C(=O)Cc1ccccc1,1,-1,1,-5,2,-1,0.4,-5
O=C(NC(Cc1ccccc1)C(=O)O)/C(=C\c1ccc(Br)cc1)NC(=O)c1ccc(Br)o1 (stereo unspecified),-3,-4,5,3,2,3,0.3,-1
CN1C(=O)c2cc(NS(=O)(=O)c3cccc(F)c3)ccc2OC[C@H]2O[C@H](CC(=O)N3CCc4ccccc4C3)CC[C@H]21,2,0,-38,12,2,0,0.1,0
C/C=C\C=C/C(=O)Nc1cccc(C2=NOC3(C2)C[C@H](C(N)=O)N(C(=O)CC)C3)c1 (stereo partly specified),x,0,6,2,0,-3,0.0,x
COc1cccc(NC(=O)CN2C(=O)NC(C)(C3CC3)C2=O)c1 (stereo unspecified),-1,0,9,16,-3,-3,0.3,0
O=C(c1ccc(NS(=O)(=O)c2cccc(F)c2)cc1)N1CCCCC1,1,1,-7,0,-1,-4,0.0,0
Cc1ccc(NC(=O)C2CCC2)cc1S(=O)(=O)N1CCCCCC1,-9,-2,9,9,9,-2,0.0,-3
CCOC(=O)N1CCN(C(=O)c2ccc(S(=O)(=O)Nc3ccc(C)cc3)cc2)CC1,x,x,x,-8,6,1,0.5,-2
C[C@@H]1CN([C@H](C)CO)C(=O)Cc2cc(NC(=O)Cc3ccccc3)ccc2O[C@@H]1CN(C)Cc1ccncc1,-7,-2,-2,x,1,-3,x,1
CCOC(=O)c1ccc(NC(=S)NN2CCN(C)CC2)cc1,x,x,x,-14,2,-2,0.1,-3
COc1ccc(-c2csc(C(NC(C)=O)c3ccccc3)n2)cc1 (stereo unspecified),-10,-2,-19,5,1,-3,0.0,3
COC(=O)c1ccccc1S(=O)(=O)N1CCC(C(=O)OCC(=O)NCC(F)(F)F)CC1,-8,1,5,31,-3,-11,0.0,-4
Cc1c(S(=O)(=O)c2ccccn2)c(N)n(Cc2ccccc2Cl)c1C,1,x,-10,-18,-6,-2,0.1,-5
C/C(=N\O)C(C)(C)Nc1cccc(Br)c1,x,x,x,-3,-3,x,0.2,0
CC(C)NC(=O)N(C)C[C@@H]1OCCCC[C@H](C)Oc2ccc(N(C)C)cc2C(=O)N([C@H](C)CO)C[C@H]1C,-1,0,x,5,3,1,0.2,4
CN(Cc1ccon1)Cc1cn(C)nc1-c1cccc(Cl)c1,4,x,x,-12,-7,1,0.0,-2
COc1cc(OC)cc(-c2c(-c3cccs3)c3cc(-c4cnc(OC)nc4)ccc3n2C)c1,x,9,2,7,-3,10,0.0,-2
CCN(CC)CCCC(C)NC(=O)c1cc(=O)c2ccccc2o1 (stereo unspecified),-2,x,x,-6,4,3,0.2,2

# Some of the compounds tested (hit frequency here may not be typical).
